High-throughput results (PubChem)
Rv3671c inh – Rv3671c serine protease inhibitors, primary screen, biochemical, fluorescence polarization, M. tuberculosis H37Rv | P9WHR9 | inhibition, % at 5.96 µM | hit rate 0.048% among 320,000 | AID 2606, 2010; in the data active = inhibition above about 38%;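 note: extracellular domain of Rv3671c used as enzyme; 0% = enzyme with DMSO and 100% = no enzyme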
MazEF act – activators of E. coli MazEF toxin-antitoxin RNase, primary screen, biochemical, fluorescence, uHTS | Endoribonuclease toxin MazF (Escherichia coli (strain K12)), P0AE70 | FAM/BHQ RNA-DNA oligo cleavage fluorescence, 5 h | hit rate 0.32% among 350,000 | activation, % at 20 µM; in the data active = activation above about 50%
Target sequence (P0AE70 whole entry, looked up): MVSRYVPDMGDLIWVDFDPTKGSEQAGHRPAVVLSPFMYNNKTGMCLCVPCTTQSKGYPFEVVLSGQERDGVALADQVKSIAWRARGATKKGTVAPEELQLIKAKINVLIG
PrPC surface inh – inhibitors of human cell surface prion protein PrPC, primary screen, cell-based, TR-FRET | TR-FRET read-out | Major prion protein (Homo sapiens), P04156 | hit rate 0.43% among 370,000 | inhibition, % at 13.8 µM; in the data active = inhibition above about 24%; note: 0% = median of the test wells and 100% = reference compound wells
FadD28 binding – inhibitors of FadD28 bisubstrate probe binding, primary screen, biochemical, fluorescence polarization, single point | Mycobacterium tuberculosis FadD28 fatty-acid-AMP ligase | inhibition, % at 12.5 µM | hit rate 0.22% among 360,000; in the data active = inhibition above about 8.5%, passing the limit was not always enough; inconclusive = no clear call, values can overlap the other calls
BoNT F protease – BoNT/F light chain protease inhibitors, primary screen, biochemical, flow cytometry, MLPCN library | Botulinum neurotoxin type F light chain protease (Clostridium botulinum) | Multiplex microsphere protease cleavage assay | inhibition, % at 10 µM | hit rate 0.22% among 360,000 | AID 588497, 2011; in the data active = inhibition above about 35%, passing the limit was not always enough; inconclusive = no clear call, values can overlap the other calls; note: plate controls were buffer without enzyme for full effect and enzyme alone for no effect
GDH-TPI inh – GDH-TPI coupling enzyme inhibitors, primary screen, artefact control for M. tuberculosis FBA inhibitor project, biochemical, absorbance, full deck | hit rate 1.2% among 360,000 | inhibition, % at 4.8 µM | AID 588335, 2011 | GDH-TPI coupled enzyme counterscreen, NADH absorbance; in the data active = inhibition above about 30%;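 note: 0% = DMSO wells and 100% = wells lacking the enzyme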
FBA Mtb inh – Mtb FBA enzyme inhibitors, primary screen, biochemical, fluorescence, strain H37Rv; Fructose-bisphosphate aldolase (Mycobacterium tuberculosis (strain ATCC 25618 / H37Rv)), …; purified M. tuberculosis FBA, fluorescence read-out; inhibition, % at 1 µM; hit rate 2.3% among 360,000; in the data active = inhibition above about 27%;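 note: 0% = vehicle and 100% = reference inhibitor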
Target sequence (P9WQA3 whole entry, looked up): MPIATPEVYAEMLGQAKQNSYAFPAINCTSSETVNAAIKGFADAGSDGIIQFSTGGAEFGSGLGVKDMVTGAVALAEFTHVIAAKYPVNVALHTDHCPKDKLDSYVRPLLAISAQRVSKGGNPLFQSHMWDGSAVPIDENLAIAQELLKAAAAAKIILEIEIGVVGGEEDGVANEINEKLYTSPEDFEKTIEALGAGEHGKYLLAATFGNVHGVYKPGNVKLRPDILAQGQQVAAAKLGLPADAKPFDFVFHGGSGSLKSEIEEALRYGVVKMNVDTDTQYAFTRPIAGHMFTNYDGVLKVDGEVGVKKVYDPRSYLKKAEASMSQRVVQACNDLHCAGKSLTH
Mtb UGM inh – M. tuberculosis UGM enzyme inhibitors, primary screen, biochemical, fluorescence polarization, single point; UDP-galactopyranose mutase (Mycobacterium tuberculosis (strain ATCC 25618 / H37Rv)), …; purified UGM, fluorescence polarization probe displacement; inhibition, % at 10 µM; hit rate 0.06% among 320,000; AID 504406, 2011; in the data active = inhibition above about 10%, passing the limit was not always enough; inconclusive = no clear call, values can overlap the other calls
Target sequence (P9WIQ1 whole entry, looked up): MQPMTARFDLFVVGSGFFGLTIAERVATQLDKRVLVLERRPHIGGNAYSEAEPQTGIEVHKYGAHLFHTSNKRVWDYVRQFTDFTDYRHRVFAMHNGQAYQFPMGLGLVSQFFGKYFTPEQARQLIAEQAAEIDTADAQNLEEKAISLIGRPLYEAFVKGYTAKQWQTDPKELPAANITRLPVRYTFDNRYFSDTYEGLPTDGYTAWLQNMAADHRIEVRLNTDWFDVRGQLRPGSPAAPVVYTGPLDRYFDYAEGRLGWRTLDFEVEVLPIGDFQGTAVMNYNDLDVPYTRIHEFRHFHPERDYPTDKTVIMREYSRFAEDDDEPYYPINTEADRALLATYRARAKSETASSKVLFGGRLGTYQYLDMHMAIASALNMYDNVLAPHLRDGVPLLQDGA
Mtb BioA inh – M. tuberculosis BioA enzyme inhibitors, primary screen, biochemical, plate reader, single point, HTS | inhibition, % at 9.99 µM | hit rate 0.096% among 360,000 | purified M. tuberculosis BioA enzyme; in the data active = inhibition above about 40%; inconclusive = no clear call, values can overlap the other calls
Active calls of the source: *; & = joins results of further samples.

Screening CCCCCn1cnnc1SCC(=O)c1c(N)n(C2CC2)c(=O)[nH]c1=O returned MazEF act -3, PrPC surface inh 9, FadD28 binding -0.5, BoNT F protease inconclusive, GDH-TPI inh -11, FBA Mtb inh 1 and Mtb BioA inh 0.5.
`Cc1cccc(-c2ccc3c(c2)C2CC3CCN2Cc2ccc3c(c2)OCO3)c1` (stereo not given) gave MazEF act -8, PrPC surface inh -3, FadD28 binding -2.0, BoNT F protease -2, GDH-TPI inh -1, FBA Mtb inh -2 and Mtb BioA inh -0.6.
`Nc1nc(-c2c[nH]c3ccccc23)cs1` gave Rv3671c inh -25, MazEF act 4, PrPC surface inh -4, FadD28 binding -0.4, GDH-TPI inh 2, FBA Mtb inh 1, Mtb UGM inh 0.1 and Mtb BioA inh -1.2.
For Cc1cc2nc(-c3cccc(Br)c3)c(Cc3ccccc3)n2c(C)c1Br the results were PrPC surface inh 2, FadD28 binding -0.2, BoNT F protease -9, FBA Mtb inh 4 and Mtb BioA inh -0.6.
Screening OCC[C@H]1C[C@@H](O)[C@H](O)[C@]2(CCCc3ccccc3O2)O1 returned Rv3671c inh 1, MazEF act 2, PrPC surface inh -3, FadD28 binding 0.1, BoNT F protease -3, GDH-TPI inh 2, FBA Mtb inh 3, Mtb UGM inh -0.8 and Mtb BioA inh -5.1.
For CC[C@H](C)[C@@H](C(=O)N1CCCC1c1nccs1)N(C)C(=O)[C@H](CC(C)C)N(C)C(=O)[C@H](Cc1ccc(OC)cc1)N(C)C(=O)/C=C(\C)OC (stereo not given in full) the results were Rv3671c inh 3, MazEF act 6, PrPC surface inh 7, FadD28 binding 0.9, BoNT F protease -5, GDH-TPI inh 0, FBA Mtb inh -1 and Mtb BioA inh 3.4.
COc1ccc(C(=O)O)cc1S(=O)(=O)Nc1ccc(N2CCCCC2)cc1 was read as Rv3671c inh -1, MazEF act 12, PrPC surface inh -6, FadD28 binding -2.2, BoNT F protease -2, GDH-TPI inh 2, FBA Mtb inh -3 and Mtb UGM inh 0.2.
`CN(C)CCOc1ccc(C(C)(C)c2ccccc2)cc1` gave Rv3671c inh 4, MazEF act 3, PrPC surface inh 0, FadD28 binding -2.6, BoNT F protease 4, GDH-TPI inh 2, FBA Mtb inh -1 and Mtb UGM inh 0.3.
COc1ccc(N2CCN(C(=O)CSc3nc(C)cs3)CC2)cc1 was read as Rv3671c inh -10, MazEF act -11, PrPC surface inh 2, FadD28 binding -1.0, BoNT F protease 2, GDH-TPI inh 0, FBA Mtb inh 2 and Mtb UGM inh 4.4.
`COc1ccc(Cl)cc1S(=O)(=O)NC(C)c1cnn(-c2ccccn2)c1C` (stereo not given) gave MazEF act -11, PrPC surface inh -2, FadD28 binding -1.0, BoNT F protease 3, GDH-TPI inh 4, FBA Mtb inh 3 and Mtb BioA inh -0.9.

Sorted by SMILES length (highest first): part of the list above
Screening OCC[C@H]1C[C@@H](O)[C@H](O)[C@]2(CCCc3ccccc3O2)O1 returned Rv3671c inh 1, MazEF act 2, PrPC surface inh -3, FadD28 binding 0.1, BoNT F protease -3, GDH-TPI inh 2, FBA Mtb inh 3, Mtb UGM inh -0.8 and Mtb BioA inh -5.1.
COc1ccc(C(=O)O)cc1S(=O)(=O)Nc1ccc(N2CCCCC2)cc1 was read as Rv3671c inh -1, MazEF act 12, PrPC surface inh -6, FadD28 binding -2.2, BoNT F protease -2, GDH-TPI inh 2, FBA Mtb inh -3 and Mtb UGM inh 0.2.
`CN(C)CCOc1ccc(C(C)(C)c2ccccc2)cc1` gave Rv3671c inh 4, MazEF act 3, PrPC surface inh 0, FadD28 binding -2.6, BoNT F protease 4, GDH-TPI inh 2, FBA Mtb inh -1 and Mtb UGM inh 0.3.

(more compounds)
Clc1nccc(N2CCN(c3ccccc3Cl)CC2)n1 was read as Rv3671c inh 3, MazEF act -20, PrPC surface inh 4, FadD28 binding -4.1, BoNT F protease 6, GDH-TPI inh -4, FBA Mtb inh 2, Mtb UGM inh -1.2 and Mtb BioA inh -0.8.
`COc1nc(N)c(S(=O)(=O)c2ccccc2)cc1C#N` gave Rv3671c inh -10, MazEF act -22, PrPC surface inh 1, FadD28 binding -4.7, BoNT F protease 1, GDH-TPI inh -3, FBA Mtb inh 5, Mtb UGM inh 0.2 and Mtb BioA inh -0.1.
CNC[C@@H]1Oc2ccc(NS(=O)(=O)c3ccc(OC)cc3)cc2CC(=O)N([C@H](C)CO)C[C@@H]1C was read as Rv3671c inh 0, MazEF act -6, FadD28 binding -0.2, BoNT F protease -6, GDH-TPI inh -1, FBA Mtb inh 1, Mtb UGM inh -2.1 and Mtb BioA inh -0.2&-1.1.
`Cc1nnc(SCCOc2ccccc2)s1` gave Rv3671c inh -4, MazEF act 2, PrPC surface inh 5, FadD28 binding 0.6, BoNT F protease -5, GDH-TPI inh 1, FBA Mtb inh 3 and Mtb UGM inh 0.8.
For CCc1cc(=O)oc2cc(OC(C)C(=O)NCC3CCC(C(=O)O)CC3)c(Cl)cc12 (stereo not given) the results were Rv3671c inh -8, MazEF act 10, PrPC surface inh -6, FadD28 binding -4.1, BoNT F protease -2, GDH-TPI inh 13, FBA Mtb inh 6, Mtb UGM inh -1.0 and Mtb BioA inh -1.3.
COc1ccc(S(=O)(=O)Nc2cccc3c2O[C@H](CN(C)S(=O)(=O)c2cccs2)[C@@H](C)CN([C@H](C)CO)C3=O)cc1 was read as Rv3671c inh 0, MazEF act -4, PrPC surface inh 8, FadD28 binding -1.6, BoNT F protease -3, GDH-TPI inh 7, FBA Mtb inh -2, Mtb UGM inh 4.5 and Mtb BioA inh -0.7&-6.1.
Screening CN(C(=O)CSc1ncnc2sc(-c3ccccc3)cc12)C1CCS(=O)(=O)C1 (stereo not given) returned Rv3671c inh -1, MazEF act 5, PrPC surface inh -2, FadD28 binding -1.7, BoNT F protease -2, GDH-TPI inh 21, FBA Mtb inh 3, Mtb UGM inh -0.1 and Mtb BioA inh -0.9.
For Cc1ccccc1CSc1ccc2nnc(-c3ccccn3)n2n1 the results were Rv3671c inh 5, MazEF act 5, PrPC surface inh -1, FadD28 binding -7.4, BoNT F protease -3, GDH-TPI inh 10, FBA Mtb inh -2 and Mtb UGM inh 0.1.
`Cc1cc(C)cc(NC(=O)CCc2c(C)nn(-c3ccc(N4CCOCC4)nn3)c2C)c1` gave Rv3671c inh 2, MazEF act 5, PrPC surface inh 2, FadD28 binding -3.5, BoNT F protease -4, GDH-TPI inh 8, FBA Mtb inh 2, Mtb UGM inh -0.3 and Mtb BioA inh 1.0.
Screening CCN(CC(=O)N1CCCC1)S(=O)(=O)c1cc(C)ccc1OC returned Rv3671c inh -3, MazEF act 11, PrPC surface inh 10, FadD28 binding 0.1, BoNT F protease inconclusive, GDH-TPI inh 14, FBA Mtb inh -1, Mtb UGM inh 0.9 and Mtb BioA inh -1.0.
For Cc1ccc(CNC(=O)C(=O)NCC2OCCN2S(=O)(=O)c2ccc(C)cc2)cc1 (stereo not given) the results were Rv3671c inh 2, MazEF act 2, PrPC surface inh 4, FadD28 binding -1.8, BoNT F protease 8, GDH-TPI inh 4, FBA Mtb inh -1, Mtb UGM inh -0.8 and Mtb BioA inh 1.0.
For CCc1nc2ccccc2n1CC1CC1(Cl)Cl (stereo not given) the results were Rv3671c inh 4, MazEF act 2, PrPC surface inh -3, FadD28 binding -0.9, BoNT F protease -1, GDH-TPI inh 1, FBA Mtb inh 0, Mtb UGM inh 1.4 and Mtb BioA inh 0.2.
`CCOC(=O)N1CCN(S(=O)(=O)c2ccc(C)c([N+](=O)[O-])c2)CC1` gave Rv3671c inh -15, MazEF act 9, PrPC surface inh 0, FadD28 binding -2.0, BoNT F protease -6, GDH-TPI inh 10, FBA Mtb inh 2 and Mtb UGM inh 2.0.
`CC(C)[C@H](NC(=O)Cc1ccccc1)C(=O)OCc1cc(=O)n2c(n1)sc1ccccc12` gave Rv3671c inh -11, MazEF act -1, PrPC surface inh 8, FadD28 binding -4.3, BoNT F protease 1, GDH-TPI inh 15, FBA Mtb inh 6 and Mtb UGM inh 3.3.
For CN(C)/C=C(\C#N)C(=O)Nc1ccc(F)c(Cl)c1 the results were Rv3671c inh 1, MazEF act 4, PrPC surface inh 8, FadD28 binding -1.2, BoNT F protease 5, GDH-TPI inh 2, FBA Mtb inh 2 and Mtb UGM inh -1.3.
`COc1ccc(C(C)=O)cc1CSc1nnc(Nc2ccccc2C)s1` gave Rv3671c inh -14, MazEF act -7, PrPC surface inh -2, FadD28 binding -1.1, BoNT F protease -14, GDH-TPI inh 9, FBA Mtb inh -1 and Mtb UGM inh -1.1.
`O=C(/C=C/c1ccccc1)N(Cc1cccc(Cl)c1)C1CCS(=O)(=O)C1` (stereo not given) gave Rv3671c inh 4, MazEF act -14, PrPC surface inh 1, FadD28 binding -0.7, BoNT F protease -7, GDH-TPI inh 1, FBA Mtb inh -1 and Mtb UGM inh 1.4.
Cn1c(=O)c2c(nc(SCCN3CCCCC3)n2Cc2ccccc2)n(C)c1=O was read as Rv3671c inh -10, MazEF act -2, PrPC surface inh 3, FadD28 binding -1.9, BoNT F protease -1, GDH-TPI inh -3, FBA Mtb inh -1, Mtb UGM inh 0.2 and Mtb BioA inh 4.8.
Cc1ccccc1-c1cc(C(=O)O)nn1CC1CC(c2cccc([N+](=O)[O-])c2)=NO1 (stereo not given) was read as Rv3671c inh -4, MazEF act 2, PrPC surface inh -14, FadD28 binding -1.2, BoNT F protease 0, GDH-TPI inh 1, FBA Mtb inh 2, Mtb UGM inh 0.2 and Mtb BioA inh 2.5.
C=CCN(C(=O)c1csnn1)C(C(=O)NC1CCCCC1)c1ccc(F)cc1 (stereo not given) was read as Rv3671c inh -7, MazEF act 1, PrPC surface inh -5, FadD28 binding -2.6, BoNT F protease -11, GDH-TPI inh -8, FBA Mtb inh -4, Mtb UGM inh 3.7 and Mtb BioA inh -1.6.
Screening Cc1ccc(NC(=O)CCCCCN2C(=O)[C@@H]3Cc4ccccc4CN3C2=O)cc1 returned Rv3671c inh -5, MazEF act 2, PrPC surface inh 0, FadD28 binding -4.3, BoNT F protease -3, GDH-TPI inh 6, FBA Mtb inh 53*, Mtb UGM inh -4.2 and Mtb BioA inh 0.7.
CCOc1cc(/C=N/NC(N)=S)cc(Br)c1OCc1ccccc1C was read as Rv3671c inh 0, MazEF act 0, FadD28 binding -4.4, BoNT F protease 19, GDH-TPI inh 16, FBA Mtb inh -1, Mtb UGM inh -0.9 and Mtb BioA inh 0.9.
For CC(C)CNC(=O)COC(=O)c1n[nH]c2ccccc12 the results were Rv3671c inh -1, MazEF act 6, PrPC surface inh 3, FadD28 binding -3.0, BoNT F protease -4, GDH-TPI inh -5, FBA Mtb inh 11 and Mtb UGM inh -0.5.
`O=S(=O)(c1ccc(OCC(O)CN2CCc3ccccc3C2)cc1)N1CCOCC1` (stereo not given) gave Rv3671c inh 0, MazEF act 2, PrPC surface inh -2, FadD28 binding -0.8, BoNT F protease -3, GDH-TPI inh 11, FBA Mtb inh 7, Mtb UGM inh 3.9 and Mtb BioA inh -0.9.
Screening O=c1c(/C=C(\O)c2ccc(F)cc2)nc2ccccc2n1-c1ccccc1 returned Rv3671c inh -4, MazEF act -516, PrPC surface inh 7, FadD28 binding 2.1, BoNT F protease 194*, GDH-TPI inh 3, FBA Mtb inh -19 and Mtb UGM inh 1.0.
Screening CC(Nc1ccc2c(c1)OCCO2)C(=O)Nc1ccc2c(c1)OCO2 (stereo not given) returned Rv3671c inh -1, MazEF act 4, PrPC surface inh 14, FadD28 binding -2.4, BoNT F protease -2, GDH-TPI inh 6, FBA Mtb inh 11, Mtb UGM inh -2.8 and Mtb BioA inh 0.2.

The order is random (roughly 4.8% active in at least one column).
